Epigenetic reg – regulators of epigenetic silencing causing reporter derepression in mouse cells. murine LDR cells, GFP reporter derepression, 30 h. Potency, µM (titrated, usually from 53.9 µM), without a hit: at the top dose GFP activation, actives largely listed as activators. actives 0.2% (n = 280,000). AID 1865; note: % of control where 0% means no effect; nearly all actives have a fitted effect of over 60% in size
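Murine LDR cells bearing a silenced CMV-driven GFP reporter were exposed to compound for 30 h at 37 C. After PBS washes, GFP-positive cells (20-120 um objects) counted by laser-scanning microplate cytometry.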
SMN2 splice up – SMN2 splice variant enhancement. HEK293 SMN2-luciferase splicing reporter, luminescence, 30-36 h. AID 1458. actives 2.8% (n = 210,000). Potency, µM (highest dose often 46.1 µM), for the others: top-dose activity change, positive = activation, actives largely listed as activators; note: % of control where 0% means no effect; nearly all actives have a fitted effect of over 55% in size
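HEK293 cells carry an SMN2 […]–luciferase reporter in which exon 7 inclusion puts luciferase in frame. Cells were plated 10-12 h before compound addition, then incubated 30-36 h at 37C. ONE-Glo luminescence was read; sodium butyrate at 4.5 mM final served as control.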
JMJD2E inh – inhibitors of human JMJD2E histone demethylase | Potency, µM (top dose mostly 57.1 µM), for the others: at the top dose activity change, negative = inhibition, hits mostly inhibitors | JMJD2E catalytic domain, FDH-coupled NADH fluorescence (FDH is formaldehyde dehydrogenase) | B2RXH2 | AID 2147 | actives 1.6% (n = 230,000); active = well fitted inhibition curve with a large enough effect, not every such curve was filed as active; inconclusive = small, poorly fitted or top-dose-only effect, or another doubt; inactive = no such curve, though single readings can be large or run the other way;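 note: 0% = wells with enzyme and -100% = buffer wells without enzyme; nearly all actives have a fitted effect of over 50% in size; many of its hits are not listed in these tables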
IMPase Li cell – IMPase inhibition in cells with lithium potentiation | actives 0.35% (n = 210,000) | AID 1457 | Potency, µM (top dose mostly 59.4 µM), without a hit: top-dose activity, negative = IMPase inhibition, most hits filed as inhibitors | CHO-M1 cells, IP1 TR-FRET (IP-One), carbachol + lithium;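 note: IP1 builds up when IMPase is blocked and the TR-FRET signal falls; plate controls were basal vehicle for no effect and high inhibitor control for full effect; nearly all actives have a fitted effect of over 50% in size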
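CHO cells stably expressing M1 receptor (2000/well) were cultured 16–30 h, then exposed to compounds with a small lithium addition for 30 min at 37C. IP1 was measured by TR-FRET competition; AC50 from Hill fits.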
GoLoco inh red – RGS12 GoLoco-Gai1 interaction inhibition | P63096 | Gai1:RGS12 GoLoco peptide FP, rhodamine, 10 min | Potency, µM (top dose mostly 61.6 µM), without a hit: at the highest dose activity, negative = inhibition, usual class: inhibitors | actives 0.44% (n = 230,000); active = well fitted inhibition curve with a large enough effect, not every such curve was filed as active; inactive = no such curve, though single readings can be large or run the other way; note: % is set by controls: 0 for no effect and ±100 for the full control effect; nearly all actives have a fitted effect of over 30% in size; many of its hits are not listed in these tables
Target sequence (P63096 whole entry, looked up): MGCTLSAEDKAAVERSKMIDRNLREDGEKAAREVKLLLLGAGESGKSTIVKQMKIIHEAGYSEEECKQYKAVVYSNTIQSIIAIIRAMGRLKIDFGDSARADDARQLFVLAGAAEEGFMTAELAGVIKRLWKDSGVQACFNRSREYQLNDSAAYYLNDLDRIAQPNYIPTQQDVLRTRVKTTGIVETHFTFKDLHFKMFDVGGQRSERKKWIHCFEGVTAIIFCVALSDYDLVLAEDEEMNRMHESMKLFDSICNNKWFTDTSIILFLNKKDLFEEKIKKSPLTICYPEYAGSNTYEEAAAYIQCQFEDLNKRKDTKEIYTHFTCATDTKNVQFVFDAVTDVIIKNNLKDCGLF
KinaseGlo FLuc – counter-screen: inhibitors of Kinase-Glo firefly luciferase. Kinase-Glo luciferase, ATP luminescence, 8 min. actives 0.28% (n = 200,000). AID 1379. Potency, µM (series often up to 38.3 µM), for the others: at the highest dose activity change, negative = inhibition, most hits filed as inhibitors; note: % is set by controls: 0 for no effect and ±100 for the full control effect; nearly all actives have a fitted effect of over 60% in size
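Compounds were added to a substrate mix at pH 7.2 (50 mM imidazole, 10 uM ATP, within the enzyme's linear range), followed by Kinase-Glo detection reagent; luminescence was measured after 8 minutes at ambient temperature.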
NPSR antagonist – neuropeptide S receptor (human) antagonism, cAMP. Q6W5P4. CHO-NPSR cells, cAMP TR-FRET, antagonist mode. Potency, µM (series often up to 38.3 µM), for the others: at the highest dose activity change, negative = inhibition, most hits filed as inhibitors. actives 1% (n = 220,000). AID 1461; note: % is set by controls: 0 for no effect and ±100 for the full control effect; nearly all actives have a fitted effect of over 50% in size; many of its hits are not listed in these tables
RECQ1 inh – blocks DNA unwinding by human RECQ1; RECQ1 DNA unwinding, red fluorescence kinetic read; Potency, µM (top dose mostly 57.3 µM), inactives show at the highest dose activity, negative = inhibition, usual class: inhibitors; actives 0.54% (n = 240,000);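 note: plate controls were vehicle for no effect and no enzyme for full effect; nearly all actives have a fitted effect of over 30% in size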
Target sequence (P46063 whole entry, looked up): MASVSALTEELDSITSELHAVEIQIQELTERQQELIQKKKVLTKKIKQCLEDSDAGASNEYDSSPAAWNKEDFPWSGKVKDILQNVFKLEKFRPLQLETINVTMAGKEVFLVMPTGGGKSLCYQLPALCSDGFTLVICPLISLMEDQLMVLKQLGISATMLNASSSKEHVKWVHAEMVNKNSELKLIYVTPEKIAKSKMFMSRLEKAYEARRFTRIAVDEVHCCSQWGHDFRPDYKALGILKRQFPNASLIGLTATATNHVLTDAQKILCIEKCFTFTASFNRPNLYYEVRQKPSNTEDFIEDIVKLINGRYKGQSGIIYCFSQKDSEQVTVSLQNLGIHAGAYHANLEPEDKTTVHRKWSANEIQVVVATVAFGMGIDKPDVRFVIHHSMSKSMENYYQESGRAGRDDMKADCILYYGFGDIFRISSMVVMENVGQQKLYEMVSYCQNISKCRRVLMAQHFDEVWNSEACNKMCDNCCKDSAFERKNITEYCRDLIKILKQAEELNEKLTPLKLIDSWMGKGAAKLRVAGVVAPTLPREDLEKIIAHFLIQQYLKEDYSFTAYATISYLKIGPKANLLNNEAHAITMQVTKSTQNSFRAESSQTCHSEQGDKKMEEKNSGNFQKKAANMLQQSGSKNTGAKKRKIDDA
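50 nM RECQ1T1 preincubated 15 min with compound in Tris pH 8.0 buffer with MgCl2, DTT, Tween-20 and 2.5 ug/ml poly(dI-dC); started with 200 nM TAMRA/BHQ-2 forked duplex and 2 mM ATP. Unwinding read as fluorescence (525/598 nm), two reads 2 h apart.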
Numbers without * were called inactive; i = inactive; ? = inconclusive; . = not tested or not shown; & = joins results of further samples; [ ] = remark or other dose. Unless noted, calls come from the whole dose curve; as a rule, active = well fitted curve in the direction sought with a large enough effect; inconclusive = small, poorly fitted or top-dose-only effect, or another doubt; inactive = no such curve, though single readings can be large; an effect the other way counts as inactive or inconclusive. Potency is the fitted concentration of half-maximal effect. Not all compounds are listed; count on the stated rates, not on these rows.

Value order: SMN2 splice up | IMPase Li cell | NPSR antagonist | Epigenetic reg | KinaseGlo FLuc | GoLoco inh red | JMJD2E inh | RECQ1 inh
c1ccc2c(-c3ccncc3)c[nH]c2c1
  0.3% | -16.2%[38.3 µM] | 2.7%[46.1 µM] | -1.9% | -9.0% | -0.1% | 3.0% | 10.4%
Cc1ccc(NC(=O)c2ccccc2NC(=O)Cc2ccccc2)cc1
  27.4% | 5.7% | -4.6% | -0.3% | -2.9% | 5.5% | 6.4% | -5.5%
CCCCC/C=C\C/C=C\CCCCCCCC(=O)NCCCC(=O)O
  3.0% | -0.7% | . | -0.3% | -0.9% | 1.0% | 7.0% | 2.1%
Oc1ccccc1/C=N/[n+]1ccccc1
  . | . | 6.4% | 4.2% | . | -30.2% | -1.0% | -0.1%
COc1ccc(-n2c(Cc3cccn3C)nnc2SCC(=O)Nc2cccc(Cl)c2)cc1
  1.5% | 43.3%[activator][38.3 µM] | -15.6%[46.1 µM] | -0.8% | -1.4% | 24.0% | -5.8% | i
Cc1[nH]n(-c2ccccc2)c(=O)c1/C=N/N(C)c1ccccc1
  -18.6% | 21.7% | -7.7% | 1.1% | 0.4% | -1.7% | ? | 2.2%
C#CCOc1ccc(Cl)cc1/C=N/O
  -8.4% | -15.1%[38.3 µM] | -8.9%[46.1 µM] | 0.9% | -3.2% | 10.1% | -5.2% | -4.6%
O=C(NCCN1C(=O)C2C3C=CC(C3)C2C1=O)Nc1cccnc1 (stereo not given)
  -24.1% | -0.2%[38.3 µM] | -0.6%[46.1 µM] | 1.4% | 0.1% | -3.2% | -0.1% | -7.0%
CC(C)/C=N/NC(=O)c1ccc(Cl)cc1
  1.2% | 11.7% | 10.3% | -0.1% | -6.5% | -6.7% | 5.6% | 1.6%
O=C1CN(C(=O)CSc2nc3ccccc3c(=O)n2CC2CCCO2)c2ccccc2N1 (stereo not given)
  -53.1%[inhibitor] | -5.4% | -6.7% | 2.5% | 3.3% | 5.7% | 2.3% | -3.9%
CC(C)C(=O)N=c1sc2cccc(F)c2n1C
  . | . | 3.9% | -1.4% | . | 0.8% | -2.3% | i
CCCC(CCC)C(=O)NC1CCN(Cc2ccccc2)CC1
  -20.6% | -11.5% | -4.0% | -4.8% | 2.0% | 2.4% | -8.4% | 3.7%
CNc1nc(-c2cccs2)cc(C(F)(F)F)c1C#N
  . | . | 4.8% | 8.1% | . | -10.4% | ? | 11.1%
CC(=O)Nc1cccc(NC(=O)CSc2nnnn2-c2ccc3c(c2)OCO3)c1
  . | . | 8.0% | -1.1% | . | 1.5% | -2.7% | -0.3%
c1ccc2c(c1)OC(CCCN1CCCCC1)c1ccccc1S2 (stereo not given)
  1.5% | 18.7% | ? | -0.8% | -1.5% | 0.5% | 3.1% | -0.1%
O=S(=O)(c1cnc(Cl)c(Br)c1)N1CCCCCC1
  -4.5% | 8.1% | -7.6% | 0.0% | 1.8% | -13.2% | 7.4% | -3.0%
Cc1ccc(-n2c(-c3ccco3)nc3nc4ccccc4nc32)cc1
  -16.2% | 2.0% | -36.9% | 0.2% | 2.2% | 15.1% | ? | 1.1%
CCN1CC(C)C(O)(c2ccccc2)CC1C (stereo not given)
  5.9% | 15.7%[38.3 µM] | -11.5%[46.1 µM] | -2.0% | -2.5% | 2.8% | 9.2% | i
CC(=O)CC1(C)OC(N)=C(C#N)C1(C#N)C#N (stereo not given)
  14.9% | -4.2%[38.3 µM] | -7.5%[46.1 µM] | 0.0% | -1.6% | -6.1% | -0.4% | -12.2%
COC(=O)CSc1nnc(-c2cccc(NC(=O)c3ccc(C)cc3)c2)n1C
  -34.6% | -9.0%[38.3 µM] | -13.9%[46.1 µM] | -0.7% | -2.9% | -33.9% | 10.1% | i
N[C@@H]1[C@@H]2[C@@H]3C[C@H]4N(CC[C@@]14C(=O)C(=O)O)CC3=CCO[C@@H]2CC(=O)O
  -5.8%[9.22 µM] | -1.4% | . | . | 1.4%[7.66 µM] | 7.3%[14.2 µM] | . | .
CCN1CCC[C@H]1CNC(=O)c1cc(S(N)(=O)=O)ccc1OC
  -9.1% | 23.6%&-6.5%&11.2%&-2.0% | 7.3%[46.1 µM] | -1.2% | -2.3% | 3.8% | -2.8% | -0.3%
Cc1cc(C)nc(-n2cc(C(=O)c3cc(F)ccc3O)cn2)n1
  -6.7% | -5.1% | 8.3% | 0.0% | 2.0% | 18.4% | -4.4% | -5.6%
Cc1ccc(C)c(SCC(=O)Nc2cccnc2Cl)c1
  -18.3% | 7.9% | 3.9% | -4.2% | -1.0% | 1.5% | -0.2% | 2.0%
CCNC(=O)c1ccc2c(c1)C1C3CCC(C3)C1C(c1ccccc1)N2 (stereo not given)
  -19.0% | 10.4% | 13.4% | -1.1% | 2.8% | -4.0% | ? | -9.9%
CSCCC(NC(=O)C1CC1)c1nc2ccccc2[nH]1 (stereo not given)
  1.3% | -2.6%[38.3 µM] | 0.9%[46.1 µM] | -4.4% | -0.3% | 5.5% | 0.9% | i
COc1ccccc1NC(=O)COc1ccc(C(=O)NC2CCCc3ccccc32)cc1OC (stereo not given)
  . | 15.5% | -6.7% | 2.4% | . | 2.8% | -0.7% | 15.0%
CCOC(=O)C1CCc2sc(N)c(C#N)c21 (stereo not given)
  -11.6% | 14.6%[38.3 µM] | -8.9%[46.1 µM] | 0.0% | -2.4% | -9.3% | ? | 25.1µM*
CN(C)CCCOc1ccc2c(c1)Sc1ccccc1CC2=O
  -9.7% | -12.4% | -45.0% | 2.6% | -3.8% | -21.3% | -1.2% | -9.3%
O=C(CCCOc1ccc(Cl)cc1Cl)Nc1ccccc1C(=O)O
  . | . | -19.2% | 0.0% | . | 4.1% | 17.4% | -5.7%
N=C1C(c2nc3ccccc3[nH]2)=C(O)CN1C1CCCCC1
  . | . | 44.9% | 5.3% | . | 3.8% | 3.7% | 1.6%
O=C(NCc1ccc(Cl)cc1Cl)c1ccc2nc[nH]c2c1
  -22.8% | 6.4% | 2.5% | 0.0% | -0.5% | 29.3% | 14.1% | 9.9%
CN(C)CC(=O)Nc1nc(-c2ccccc2)cs1
  -0.2% | 18.4%[38.3 µM] | -1.1%[46.1 µM] | -3.3% | -3.8% | 4.3% | 3.3% | i
CC1(C)CC(=NOC(=O)c2ccccc2)CC(C)(C)N1
  -6.3% | -0.4%[38.3 µM] | -8.6%[46.1 µM] | 1.1% | 0.2% | 17.5% | 6.9% | -10.2%
CN1C(C(=O)c2ccccc2)=C(N)c2ccccc2S1(=O)=O
  . | 1.8% | -2.5% | 8.6% | -2.2% | 10.2% | 9.4% | i
COC(=O)CN1C(=O)C(O)(CC(=O)c2ccc(C)cc2)c2ccccc21 (stereo not given)
  -0.6% | 13.9%[38.3 µM] | -3.0%[46.1 µM] | -0.8% | 4.0% | 7.6% | 3.8% | -13.5%
Cc1nn(Cc2ccccc2Cl)c2sc(C(=O)OC3CCCC3=O)cc12 (stereo not given)
  9.6% | 15.2%[38.3 µM] | -28.8%[46.1 µM] | -1.1% | -2.4% | -1.9% | 1.3% | i
CCOc1cc(/C=C/c2ccc3cccc([N+](=O)[O-])c3n2)ccc1OCC(=O)N(C)C
  -26.5% | 9.8% | -26.8% | 2.2% | -1.5% | 2.3% | -8.9% | -6.0%
CCOc1ccc(-n2c(N)c(C(=O)NCc3ccco3)c3nc4ccccc4nc32)cc1
  -5.2% | 5.0%[38.3 µM] | ? | -0.2% | -3.1% | 2.3% | ? | -1.9%
O=C(Cn1nc(Cc2cccnc2)c2ccccc2c1=O)NCC1COc2ccccc2O1 (stereo not given)
  2.0% | -2.5%[38.3 µM] | ? | 1.7% | 3.1% | 10.3% | -2.3% | 1.0%
CC(=O)Nc1ccc(S(=O)(=O)Oc2cccc(/C=C3\SC(N)=NC3=O)c2)cc1
  5.6% | -4.4% | 25.4% | 0.2% | 0.0% | -21.2% | -2.6% | -6.1%
COc1ccccc1N1CCN(C(CNS(=O)(=O)c2ccccc2)c2cccnc2)CC1 (stereo not given)
  2.0% | 12.0%[38.3 µM] | -17.3%[46.1 µM] | 0.3% | 14.8% | 7.8% | 9.7% | -4.9%
O=C(CCCCCN1C(=O)c2ccccc2C1=O)Nc1nccs1
  16.7% | 1.2%[38.3 µM] | -24.5%[46.1 µM] | 0.8% | 2.7% | 3.9% | 14.5% | i
CC(C)(C)Cc1nnc(NC(=O)c2ccc([N+](=O)[O-])cc2)s1
  ? | -9.3% | 6.8% | 1.3% | -11.7% | 4.7% | -0.1% | 4.5%
OCC1(CCc2ccccc2)CCN(Cc2cc(F)ccc2-n2cccn2)CC1
  . | 27.6% | 19.9% | -1.0% | -7.0% | 9.5% | -40.1% | 2.3%
O=C(Nc1cc(Oc2ccccc2)cc([N+](=O)[O-])c1)C12CC3CC(C1)CC(n1cnc(Cl)n1)(C3)C2
  3.2% | -8.0%[38.3 µM] | ? | -2.0% | -0.1% | -1.9% | 1.1% | -0.2%
CCSc1nnc(NC(=O)c2cc3c(s2)CCCC3)s1
  ? | 5.62µM* | -0.2%[46.1 µM] | -4.1% | -2.3% | 0.1% | -6.5% | -3.7%
Cc1c(C(=O)NC2CCCc3ccccc32)oc2ccc(S(=O)(=O)N3CCOCC3)cc12 (stereo not given)
  -2.8% | -3.1%[38.3 µM] | -14.4%[46.1 µM] | 3.5% | -2.9% | 6.4% | 3.9% | i
COC(=O)[C@H](Cc1ccccc1)NC(=O)NCc1ccccc1OC
  -18.0% | 21.0%[38.3 µM] | -13.7%[46.1 µM] | 3.5% | -3.1% | -9.8% | 5.7% | i

Assay outcomes: PubChem, National Center for Advancing Translational Sciences (NCATS)
